Source: PubChem BioAssay (several laboratories)
Y pestis TopoI = inhibitors of Yersinia pestis topoisomerase I; activity, % at 10 µM; hit rate 0.064% among 360,000; Y. pestis Topo-I cleavage product accumulation, plate reader; in the data active = activity above about 50%, passing the limit was not always enough; inconclusive = no clear call, values can overlap the other calls; note: inactives centre near 2
TcdB inh = TcdB glycohydrolase inhibition; TcdB glycohydrolase enzymatic assay, plate reader; inhibition, % at 9.99 µM; hit rate 0.24% among 350,000; in the data active = inhibition above about 10%
PfHsp40 yeast = rescue of PfHsp40-mediated yeast toxicity; S. cerevisiae expressing PfHsp40, growth rescue, ATP luminescence; growth rescue, % at 12.5 µM; hit rate 0.68% among 340,000; AID 504582; in the data active = growth rescue above about 28%, passing the limit was not always enough; inconclusive = no clear call, values can overlap the other calls;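 note: yeast W303a lacking pdr1 and pdr3 grown in galactose medium; growth measured after three days at 30 °C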
Vc quorum ag = induces V. cholerae light production without autoinducers | activation, % at 18.7 µM | V. cholerae BH1578 lux reporter, luminescence, 6 h | hit rate 0.16% among 350,000; in the data active = activation mostly above about 9.7%, no sharp cut-off; inconclusive = no clear call, values can overlap the other calls; inactive = mostly below about 3.7%; note: not every result past the cut was called active; inactives centre near 0; reference of the scale not given here
BoNT-A LC inh2 = BoNT A light chain protease inhibition. inhibition, % at 10 µM. multiplex microsphere protease substrate cleavage, flow cytometry. hit rate 0.17% among 360,000; note: plate controls were buffer without enzyme for full effect and enzyme alone for no effect
SARS 3CLpro inh = SARS-CoV 3CLpro protease inhibition. recombinant SARS-CoV 3CLpro, quenched FRET peptide cleavage. inhibition, % at 6 µM. P0C6X7. AID 1706. hit rate 0.14% among 290,000; in the data active = inhibition above about 12%
Anthrax LF inh2 = anthrax lethal factor protease inhibition; AID 588501; P15917; hit rate 0.12% among 360,000; inhibition, % at 10 µM; multiplex microsphere protease cleavage assay, LF; note: plate controls were buffer without enzyme for full effect and enzyme alone for no effect
PrPC TRFRET = inhibitors of human cell surface prion protein PrPC; TR-FRET read-out; inhibition, % at 13.8 µM; hit rate 0.43% among 370,000; AID 720596; in the data active = inhibition above about 24%; note: 0% = median of the test wells and 100% = reference compound wells
SSB-PriA inh = inhibitors of Klebsiella pneumoniae PriA binding to SSB C-terminal tail; AlphaScreen SSBct-PriA binding, biotinylated peptide; hit rate 0.6% among 430,000; AID 1272365; inhibition, % at 33 µM; in the data active = inhibition mostly above about 37%, no sharp cut-off; inactive = mostly below about 20%;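 note: plate controls were negative control peptide for no effect and reference peptide for full effect; strong numbers were not always called active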
An asterisk follows results filed as active; i = inactive; ? = inconclusive; · = not tested or not shown; & = joins results of further samples. Cut-off read from the data, not from the text of the source, unless noted: active = inhibition above about 30%; inconclusive = no clear call, values can overlap the other calls; inactive = below that. A portion of the library. The share of hits here may be higher or lower than overall.

SMILES | Y pestis TopoI | TcdB inh | PfHsp40 yeast | Vc quorum ag | BoNT-A LC inh2 | SARS 3CLpro inh | Anthrax LF inh2 | PrPC TRFRET | SSB-PriA inh
COc1cc(-c2ccccc2)[nH]c(=S)n1 | -1.2 | 1.3 | -0.4 | -1.3 | -0.2 | · | -2.8 | -7.5 | -7.1
CCOC(=O)C1CCN(C(=O)COC(=O)c2ccccc2OCC)CC1 | -0.5 | -0.2 | -1.6 | i | -0.7 | · | -11.8 | -6.7 | -8.5
CC1(C(=O)Nc2ccc3c(c2)OCO3)CCN1C(=O)Cc1cccc2ccccc12 (stereo unspecified) | 1.2 | 0.5 | · | -0.4 | -0.5 | · | -2.3 | 4.6 | ·
COc1ccc(NS(=O)(=O)NC(=O)c2c[nH]c3ccccc23)cc1 | -5.0 | 4.8 | -0.6 | i | -1.1 | 0.7 | 0.0 | 6.8 | 4.7
OCCN1CCOCCOc2ccccc2OCCOCC1 | 17.1 | -0.6 | 0.3 | i | 0.3 | 5.4 | -5.7 | -4.2 | 3.3
COc1cc2c(cc1OC)C(C(=O)N(C)Cc1ccccc1)C(c1cccnc1)N(C)C2=O (stereo unspecified) | -8.0 | -1.5 | -0.1 | -0.2 | -0.2 | -1.0 | -2.8 | 1.4 | -10.8
Cc1cccc(C(=O)NNC(=O)CCC(=O)Nc2cccc(Cl)c2C)c1 | 4.0 | · | -0.7 | -0.3 | 0.0 | 4.3 | 1.8 | -6.7 | -16.0
CC(=O)OCCN(Cc1ccccc1)Cc1ccc2c(c1)OCO2 | 23.4 | · | -0.9 | i | -0.6 | -6.0 | -6.0 | 5.0 | -64.8
CCCCNC(=O)c1ccc2c(c1)N(CC)C(=O)c1ccccc1S2(=O)=O | 16.9 | 1.3 | -0.3 | -3.1 | 0.1 | -4.5 | 2.5 | -3.9 | -5.1
CC(C)(C)OC(=O)C(Cc1ccc(OC(C)(C)C)cc1)NC(=O)CNC(=O)CNC(=O)OCc1ccccc1 (stereo unspecified) | 12.6 | 2.2 | 1.6 | 0.0 | -0.5 | 7.9 | -1.5 | -7.3 | -8.0
O=C(NCc1cccnc1)/C(=N\O)c1ccccc1 | -5.9 | · | -1.8 | -14.3 | -0.2 | -3.9 | -2.0 | -0.7 | ·
CCOc1cc(C(=O)Nc2ccc(NC(C)=O)cc2)ccc1OCC(=O)N1CCCCC1 | 13.1 | 5.8 | 0.2 | i | 1.0 | -4.3 | 0.2 | -0.1 | 17.6
COc1ccc(C(C)(C)C)cc1NC(=O)COC(=O)c1cc(SC)ccc1Cl | 31.7 | -4.9 | 0.6 | -0.3 | -0.2 | 0.7 | -0.6 | 7.6 | -32.7
COc1ccc(N2C(=O)CS/C2=C\[N+](=O)[O-])cc1 | 5.3 | · | -0.1 | i | 3.9 | -2.0 | 1.9 | -10.4 | -3.0
CN1CCN(C(=O)c2ccc(C(C)(C)C)cc2)CC1 | -4.7 | · | -0.6 | i | 0.5 | 0.0 | -1.8 | 2.4 | -5.8
CCCCCc1c(C)nc(N2CCc3ccccc32)[nH]c1=O | 2.4 | · | 1.0 | i | -0.3 | 4.1 | -2.1 | 0.5 | -4.5
O=C(/C=C/c1ccc2c(c1)OCCCO2)c1ccc2ccccc2c1O | -9.4 | · | 0.6 | 6.2 | 1.1 | 1.7 | -3.6 | 1.9 | -1.9
Cc1cccc(C(=O)NCc2nnc3c4ccccc4c(-c4ccccc4)nn23)c1 | 4.8 | 1.9 | 1.8 | i | 0.9 | -0.9 | -2.1 | -2.7 | -11.5
CN(C)CCCN(C(=O)C1COc2ccccc2O1)c1nc2cc3c(cc2s1)OCO3 (stereo unspecified) | -16.9 | 0.5 | 0.8 | i | 0.7 | -0.1 | 0.5 | -7.9 | 13.0&9.4
COc1ccc(S(=O)(=O)N2C[C@H]3CON(C)[C@H]3C[C@H]2c2ccc(-c3cc4ccccc4o3)cc2)cc1 | -5.1 | -5.0 | · | i | -0.5 | · | -5.9 | 10.1 | ·
CCCc1c(C(=O)OCC)sc(N)c1C#N | -4.2 | -0.7 | 0.0 | i | -0.2 | 5.7 | -7.9 | -5.4 | -14.2
CC(=O)CCc1c(C)[nH]c2ccccc2c1=O | 8.0 | 0.2 | 0.8 | -7.1 | -0.3 | -1.6 | -1.2 | 7.6 | -5.7
COc1ccccc1NC(=O)C1CCN(c2ncccn2)CC1 | -1.0 | · | -0.8 | -0.2 | -0.6 | 3.5 | -3.0 | 9.2 | -6.8
CCN1C(=O)N(c2ccc(Cl)cc2)C(C)=CC1(C)C | 5.8 | · | 0.0 | -0.4 | -0.2 | 3.5 | -0.6 | -1.0 | -10.3
CCOc1cc(N2CCOCC2)c(OCC)cc1NC(=O)c1ccc2ncsc2c1 | 2.4 | -0.2 | 1.2 | -3.4 | 0.3 | · | 4.7 | 3.6 | 5.7
Cc1ccc(Cn2c(=O)c3c(ncn3C)n(C)c2=O)cc1 | -6.2 | -0.1 | 0.0 | -0.6 | -2.5 | -4.9 | 4.8 | 6.3 | -10.9
COc1ccc([C@H]2C[C@@H](O)[C@H](n3cc(COC(=O)c4ccccc4)nn3)CN2CC2CCCCC2)cc1 | ? | 0.7 | · | -0.1 | 0.2 | · | -4.7 | -1.4 | ·
COc1ccc(-n2c(-c3ccco3)n[nH]c2=S)cc1 | 9.0 | · | 1.0 | i | 3.0 | -1.9 | -3.3 | 14.2 | -10.8
Cc1oc2c(Cl)c(Cl)c(O)c(CN(C)C)c2c1C(=O)c1ccc(Cl)cc1 | 8.4 | 2.0 | 0.3 | i | -2.4 | -1.9 | -3.6 | -4.0 | 34.1
C[C@H](NC(=O)Cc1cccc2ccccc12)C(=O)N1CCCN(C)CC1 | 4.1 | 1.2 | 1.3 | -0.2 | -0.5 | 0.6 | -0.6 | -2.7 | 2.5
C=CCc1cccc(CNc2nc3ccccc3n2CCC)c1O | -4.7 | · | 0.8 | -0.3 | -1.3 | 0.6 | -7.5 | 8.9 | -12.2
COc1ccc(N2C(S)=C(C#N)C(=O)NC23CCCCC3)cc1 | -0.1 | -0.9 | -0.9 | -0.3 | -1.4 | 4.8 | -9.7 | 2.5 | -7.4
Cc1[nH]c2ccccc2c1C1C(c2ccccc2)=NN=C(C(C)C)N1O (stereo unspecified) | 1.4 | · | -0.1 | i | -2.6 | -1.1 | -3.0 | -9.1 | -13.0
CC(C)n1nc(C(=O)OCn2nnc3ccccc3c2=O)c2ccccc2c1=O | -1.6 | · | 0.9 | -0.2 | 0.0 | -2.4 | -0.4 | -2.8 | 2.0
O=C(c1ccccc1[N+](=O)[O-])N1CCCC(C(=O)N2CCCCCC2)C1 (stereo unspecified) | -5.3 | -5.4 | 0.0 | 3.7 | ? | -2.5 | -6.9 | -0.4 | -6.8
Cc1ccc(NC(=O)c2cccc(C(F)(F)F)c2)cc1NC(=O)c1[nH]cnc1C(N)=O | -9.7 | 1.8 | 1.2 | i | 0.3 | · | -9.3 | -0.6 | 5.1
COc1cccc(-c2c(-c3cc(OC)cc(OC)c3)n(C)c3ccc(-c4cccc5[nH]ccc45)cc23)c1 | -8.9 | · | -2.0 | i | -0.2 | · | -11.1 | 10.8 | -2.1
COCCN(C(=O)COC(=O)c1ccc(C)o1)c1c(N)n(Cc2ccccc2)c(=O)[nH]c1=O | 9.2 | 1.1 | -0.2 | i | ? | · | ? | -2.0 | -2.8
O=C(Nc1cccc(C(F)(F)F)c1)c1ccc(N2CCNCC2)c([N+](=O)[O-])c1 | -25.7 | 2.3 | -1.9 | -0.2 | 0.1 | -2.4 | -10.1 | -12.3 | 8.0
Cc1cccc(C)c1N(CC(O)Cn1c2ccccc2c2ccccc21)S(C)(=O)=O (stereo unspecified) | 14.1 | · | 2.4 | i | 1.5 | -0.3 | -0.2 | 4.0 | -3.4
CCCCOc1ccc(C(=O)NCC(=O)NNC(=O)C2COc3ccccc3O2)cc1 (stereo unspecified) | 11.0 | 1.5 | 1.9 | -0.7 | 0.3 | · | 3.6 | -4.7 | 12.8
CN(C)CCOC(c1ccc(Cl)cc1)c1ccccn1 (stereo unspecified) | -4.7&-6.7 | 1.2&1.4 | -1.0&0.4 | -0.1&-0.7 | -0.1&-0.1 | 3.7 | 1.7&-0.3 | -12.7&-4.8 | -2.7
COc1ccc(N(CC(=O)Nc2ccc(C)c(C)c2)S(=O)(=O)c2c(C)n[nH]c2C)cc1 | 4.5 | · | 3.9 | -0.2 | 0.5 | -8.6 | -2.7 | -1.7 | -2.1
Cc1ccc(-c2nc(CS(=O)CC(=O)N3CCN(c4ncccn4)CC3)c(C)o2)cc1 (stereo unspecified) | 14.9 | 1.3 | 1.3 | -0.2 | -1.2 | -0.1 | 4.7 | -3.2 | 5.3
COc1cccc(N2CC(O)Cn3c2nc2c3c(=O)n(CCCc3ccccc3)c(=O)n2C)c1 (stereo unspecified) | -2.9 | · | -2.0 | i | -0.1 | 1.6 | 7.4 | 4.3 | 2.5
CC1(C)OC(=O)C2=C(C[C@@H](C3CCCCC3)O[C@H]2c2ccc(Cl)cc2)O1 | · | 4.4 | · | · | -0.1 | · | 0.8 | -4.3 | ·
Cc1ccc(-c2ccc(C(=O)NCc3ccccc3)o2)c2ccccc12 | 31.6 | 0.9 | 5.1 | -0.2 | 0.2 | 3.4 | -0.8 | -2.9 | 8.6
NC(=O)c1cc([N+](=O)[O-])c(Cl)cc1NCc1ccncc1 | -8.5 | 1.6 | -0.6 | -0.6 | -0.5 | · | 6.9 | 3.8 | 10.4
CC1=CC(C)(C)NC(=S)N1c1ccc([N+](=O)[O-])cc1 | 3.7 | 1.7 | -0.5 | -3.2 | -0.3 | · | 6.0 | 4.3 | -0.1
CCN(CC)C(=O)c1cccc(NC(=O)C2CCN(C(=O)c3cccs3)CC2)c1 | -1.4 | 1.3 | -0.5 | i | -0.2 | · | -5.4 | 8.9 | 3.8
CCOC(=O)c1ccc(NS(=O)(=O)c2cc3c4c(c2)CCN4C(=O)CC3)cc1 | 4.7 | 0.4 | -0.1 | i | 3.3 | · | 7.9 | -0.9 | -2.4
O=C(O)Cn1c(=O)c2cccn2c2ccccc21 | -0.5 | 1.1 | -1.2 | -1.4 | -0.9 | -2.7 | -8.9 | 0.5 | -6.9
O=S(=O)(c1ccc(-c2csc(Nc3ccc(Br)cc3)n2)cc1)N1CCCC1 | -12.9 | · | -0.1 | -0.4 | -0.5 | 1.2 | -2.4 | -2.8 | -12.2
CCCCOc1ccc(NC(=O)C(=O)NCCC2=CCCCC2)cc1 | -3.8 | · | -0.8 | -0.2 | 1.2 | 0.0 | -2.4 | -2.0 | -0.8
CC(Sc1nc(N)cc(=O)[nH]1)C(=O)Nc1nc2c(s1)CCCC2 (stereo unspecified) | 2.9 | 1.0 | 1.8 | -0.2 | 0.0 | -6.0 | -0.3 | 7.6 | 9.0
Cc1ccc2cc(C)c(SCC(=O)NCc3ccco3)nc2c1 | 29.4 | 0.1 | 1.4 | -0.2 | -1.7 | 0.5 | -0.7 | 11.2 | -8.6
COc1cccc(NC(=O)c2ccccc2OCc2c(C)noc2C)c1 | -9.6 | 1.2 | -0.2 | -0.4 | · | · | · | -3.5 | -5.3

Of the compounds above, these have fluorine:
SMILES | Y pestis TopoI | TcdB inh | PfHsp40 yeast | Vc quorum ag | BoNT-A LC inh2 | SARS 3CLpro inh | Anthrax LF inh2 | PrPC TRFRET | SSB-PriA inh
Cc1ccc(NC(=O)c2cccc(C(F)(F)F)c2)cc1NC(=O)c1[nH]cnc1C(N)=O | -9.7 | 1.8 | 1.2 | i | 0.3 | · | -9.3 | -0.6 | 5.1
O=C(Nc1cccc(C(F)(F)F)c1)c1ccc(N2CCNCC2)c([N+](=O)[O-])c1 | -25.7 | 2.3 | -1.9 | -0.2 | 0.1 | -2.4 | -10.1 | -12.3 | 8.0
